Screens from PubChem.
pPAFAH inh: pPAFAH enzyme inhibitors, primary screen, biochemical, fluorescence polarization, human; Platelet-activating factor acetylhydrolase (Homo sapiens), Q13093; recombinant pPAFAH, FP-rhodamine probe fluorescence polarization; inhibition, % at 3.39 µM; hit rate 1.5% among 330,000; AID 463082, 2010;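 active = inhibition above the mean inhibition across the screen plus 3 SD, cut at about 25% in these data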;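 also: inhibitors block binding of the rhodamine activity-based probe so polarization drops; 0% = enzyme with DMSO and 100% = wells lacking pPAFAH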
MCL1-BIM inh: inhibitors of MCL1 binding to BIM-BH3, primary screen, biochemical, fluorescence polarization | inhibition, % at 10.9 µM | GST-MCL1 / FITC-Bim-BH3 fluorescence polarization | hit rate 0.68% among 320,000;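 active = inhibition above the mean inhibition of all tested compounds plus 3 SD, set per campaign, cut at about 40% in these data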;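 also: 0% = DMSO wells and 100% = unlabeled Bim-BH3 peptide control; higher means more loss of mP so more displacement of Bim peptide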
BCLXL inh: inhibitors of human Bcl-xL, primary screen, biochemical, fluorescence polarization, HTS. AID 2129, 2009. Bcl-2-like protein 1 (Homo sapiens), Q07817. GST-Bcl-xL / FITC-Bim BH3 peptide fluorescence polarization. inhibition, % at 10.9 µM. hit rate 0.7% among 320,000;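 active = inhibition above the mean of all tested compounds plus 3 SD, cutoff set per campaign, cut at about 30% in these data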;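 also: 0% = DMSO wells and 100% = unlabeled Bim-BH3 peptide competitor; inhibitors lower millipolarization by displacing the labeled peptide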
MEX-5 binding: MEX-5 zinc finger RNA-binding disruptors – biochemical, C. elegans, fluorescence polarization, MLPCN library, primary screen | activity score (negative = inhibition of binding), % at 10 µM | MEX-5/FITC-TCR2 RNA binding; hits give low values | hit rate 0.38% among 300,000 | AID 1832, 2009;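 active = inhibition past about -25% in most replicates, and total fluorescence under double the plate's negative control median, limit read from the data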;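 also: 0% = DMSO and -100% = 5 µM competing unlabeled TCR2 RNA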
GLD-1 TGE inh: GLD-1/TGE RNA complex disruptors, primary screen, biochemical, fluorescence polarization | Female germline-specific tumor suppressor gld-1 (Caenorhabditis elegans), Q17339 | purified GLD-1 + fluorescein TGE RNA | inhibition, % at 5.96 µM | hit rate 0.44% among 320,000;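 active = percent inhibition above a per-plate cutoff, the plate mean of test compounds plus 3 SD, cut at about 30% in these data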;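 also: 0% = DMSO wells with GLD-1 and probe and 100% = wells lacking GLD-1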
PAFAH1B2 inh: PAFAH1B2 enzyme inhibitors, primary screen, biochemical, fluorescence polarization, human; Platelet-activating factor acetylhydrolase IB subunit alpha2 (Homo sapiens), P68402; hit rate 1.2% among 340,000; recombinant PAFAH1B2, FP-rhodamine activity probe; inhibition, % at 3.39 µM;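 active = inhibition above the mean of all tested compounds plus 3 SD, cut at about 24% in these data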;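 also: 0% = enzyme with DMSO and 100% = wells lacking PAFAH1B2; many of its hits are not listed in these tables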
AHR activator: AHR activators, primary screen, cell-based, luminescence, luciferase reporter, human | hit rate 2.5% among 320,000 | AHR-responsive luciferase reporter cells | activation, % at 5 µM | Aryl hydrocarbon receptor (Homo sapiens), P35869 | AID 2796, 2010; in the data active = activation above about 47%;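 also: 0% = vehicle wells and 100% = reference agonist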
Target sequence (P35869 whole entry, looked up): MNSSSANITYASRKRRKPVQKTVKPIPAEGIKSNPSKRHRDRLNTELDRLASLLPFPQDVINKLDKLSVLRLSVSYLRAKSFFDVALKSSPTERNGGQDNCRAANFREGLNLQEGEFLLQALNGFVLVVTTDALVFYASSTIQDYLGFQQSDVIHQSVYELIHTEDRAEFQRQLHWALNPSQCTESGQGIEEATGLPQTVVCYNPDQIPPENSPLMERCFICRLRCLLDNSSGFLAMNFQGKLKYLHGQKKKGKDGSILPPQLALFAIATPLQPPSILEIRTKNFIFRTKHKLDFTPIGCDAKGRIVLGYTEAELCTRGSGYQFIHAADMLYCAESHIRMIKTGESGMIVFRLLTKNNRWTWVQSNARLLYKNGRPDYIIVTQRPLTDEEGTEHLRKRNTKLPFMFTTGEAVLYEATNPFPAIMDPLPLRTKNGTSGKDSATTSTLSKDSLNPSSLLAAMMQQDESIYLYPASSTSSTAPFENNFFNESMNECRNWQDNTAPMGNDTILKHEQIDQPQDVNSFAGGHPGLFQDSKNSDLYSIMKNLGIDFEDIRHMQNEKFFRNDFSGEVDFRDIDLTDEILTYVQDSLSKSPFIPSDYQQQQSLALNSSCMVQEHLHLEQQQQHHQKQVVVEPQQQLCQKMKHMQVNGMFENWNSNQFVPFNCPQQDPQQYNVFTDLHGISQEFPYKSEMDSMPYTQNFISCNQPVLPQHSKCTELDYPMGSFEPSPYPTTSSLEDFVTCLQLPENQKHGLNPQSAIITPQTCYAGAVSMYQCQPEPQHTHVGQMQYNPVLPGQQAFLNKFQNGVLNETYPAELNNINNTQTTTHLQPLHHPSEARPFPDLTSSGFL
Fam108B counter: mouse Fam108B serine hydrolase inhibitors, primary screen, counter-screen for RBBP9 inhibitor project, biochemical, fluorescence polarization | recombinant Fam108B, FP-Rh probe fluorescence polarization | inhibition, % at 9.51 µM | hit rate 0.33% among 300,000;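 active = inhibition above the screen mean inhibition plus 3 SD, computed separately per campaign, cut at about 18% in these data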;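 also: inhibitors lower polarization as less probe binds the enzyme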
PME-1 inh: PME-1 inhibitors via competitive probe labeling, primary screen, biochemical, fluorescence polarization, FP-Rh probe, HTS | hit rate 0.53% among 320,000 | recombinant PME-1 | inhibition, % at 5.9 µM | AID 2130, 2009;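 active = inhibition above the campaign mean of all compounds plus 3 SD, cut at about 26% in these data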;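 also: competitive labeling of PME-1 active site by serine hydrolase directed probe; 0% = PME-1 with DMSO and 100% = wells lacking PME-1 enzyme; inhibitors block probe labeling so polarization falls and inhibition rises; many of its hits are not listed in these tables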
Active calls of the source: *; . = not tested or not shown. Not all compounds are listed. The share of hits here may be higher or lower than overall.

SMILES | pPAFAH inh | MCL1-BIM inh | BCLXL inh | MEX-5 binding | GLD-1 TGE inh | PAFAH1B2 inh | AHR activator | Fam108B counter | PME-1 inh
COC(=O)c1ccc(CSc2nc3c(c(=O)n2-c2ccc(F)cc2)SCC3)o1 | 6 | 8 | 7 | -3.1 | 4 | 0 | 2 | -1 | 4
Cc1nc([N+](=O)[O-])c(Sc2nc3ccc([N+](=O)[O-])cc3[nH]2)n1Cc1ccccc1 | 0 | 4 | 3 | -2.6 | -3 | -1 | 3 | -2 | -3
COc1ccc(/C=C(/NC(=O)c2ccccc2)C(=O)N2CCCC2)cc1OC | 2 | 7 | 6 | -1.9 | 1 | 4 | 0 | 6 | 4
Cc1cn2c(nc1=O)OC1C(O)C(COC(=O)c3ccccc3)OC12 (stereo unspecified) | 1 | 5 | -1 | -1.3 | 7 | 2 | -3 | 1 | 1
COc1cccc(CNc2nc3nc(C)c(Cl)c(=O)n3[nH]2)c1 | 0 | -5 | -1 | 0.5 | 0 | 2 | 2 | -5 | 0
NC(=O)c1ccccc1NS(=O)(=O)c1cccs1 | -2 | 8 | 3 | 0.6 | -5 | -1 | 0 | -3 | 3
Cc1cccc(-n2cnc3cc([N+](=O)[O-])ccc32)c1 | 8 | 10 | 11 | -0.5 | 9 | -1 | -2 | 6 | 3
COc1ccc2nc(N/C(N)=N/S(C)(=O)=O)nc(C)c2c1 | 4 | -5 | 2 | -2.4 | -2 | 3 | -6 | -4 | 8
Cc1cccc(/N=C/c2c(O)ccc3oc4c(c23)CCCC4)n1 | 3 | 12 | 8 | -4.1 | 15 | 4 | 3 | 2 | -4
Cc1cc(Br)ccc1OCC(=O)NNC(=O)c1ccc(NC(=O)C2CC2)cc1 | 7 | 11 | 1 | -2.2 | 5 | 4 | -3 | 0 | -3
COc1ccc(/C=C/C(=O)Oc2cccc(/C=N/NC(=O)Cc3ccc(Br)cc3)c2)cc1 | 2 | 15 | 4 | -1.4 | 6 | 1 | 7 | -2 | -4
COCCCN1C(=O)N(c2ccccc2)C(=O)C1CC(=O)Nc1ccccc1 (stereo unspecified) | 5 | -7 | -3 | 1.8 | 3 | 7 | 0 | -2 | -2
COc1ccc(C(C)=O)cc1COc1cccnc1[N+](=O)[O-] | 1 | -8 | -2 | 0.0 | 1 | 6 | 15 | 1 | 0
CC(C)(C)c1ccc(Cn2c(=O)cnc3ccccc32)cc1 | 1 | 4 | -2 | -1.4 | 5 | 9 | 1 | 3 | 1
C=CCN1C(=O)C2(OCCCO2)c2ccccc21 | 0 | -2 | 3 | 0.5 | 1 | 7 | 3 | 3 | 2
O=C(CCCN1C(=O)C(c2ccccc2)Oc2cccnc21)Nc1cccc(F)c1 (stereo unspecified) | 5 | -4 | -2 | -1.3 | -2 | 1 | -1 | -3 | -2
C/C=C/C1=CC(=O)C[C@H](c2ccc(OC)c(OC)c2)C1 | 3 | 2 | 0 | . | -6 | 6 | 1 | . | -5
CCOC(=O)N1CCC(NC(=O)c2cc3c(=O)[nH]c4ccccc4c3n2C)CC1 | 2 | -3 | 7 | 1.6 | 1 | 2 | -3 | -1 | 5
CSc1nc2nc3c(cn2n1)C(=O)CC(c1ccccc1)C3 (stereo unspecified) | -4 | 26 | 6 | 1.1 | 23 | 1 | 1 | 0 | 6
O=C(NNC(=O)c1cc(-c2ccccc2)nn1-c1ccccc1)c1ccccc1 | -6 | 2 | 4 | 1.0 | -7 | 9 | 5 | 2 | 1
COc1ccccc1/C=N/NC(=O)CSc1ccc2ccccc2n1 | 0 | 5 | 5 | -2.9 | 2 | 6 | 14 | -3 | 7
CC(=O)OC1COC(n2ccc3cc([N+](=O)[O-])ccc32)C(OC(C)=O)C1OC(C)=O (stereo unspecified) | 2 | 8 | 6 | 0.7 | 7 | 3 | 3 | 1 | -1
CCC(C)N(C)C1CCN(C(=S)Nc2cccc(OC)c2)CC1 (stereo unspecified) | 0 | 5 | 4 | 1.0 | 3 | -1 | 2 | 4 | 0
COCc1cc(N2CCN(c3ccccc3F)CC2)nc(-c2ccccc2)n1 | 2 | -2 | 5 | 1.4 | -1 | 3 | -4 | 2 | -1
O=C(COc1ccc2c3c(c(=O)oc2c1)CCCC3)NCCCN1CCOCC1 | 2 | 4 | 9 | -0.9 | -1 | -4 | -1 | 3 | -1
Next entries follow.
SMILES | pPAFAH inh | MCL1-BIM inh | BCLXL inh | MEX-5 binding | GLD-1 TGE inh | PAFAH1B2 inh | AHR activator | Fam108B counter | PME-1 inh
O=C(Nc1cccc(C(=O)N2CCCC2)c1)c1ccccc1Cl | 2 | 5 | 1 | -0.6 | 4 | -1 | 14 | 3 | 9
Cc1c(N=C2SCC(=O)N2/N=C\c2ccc(Br)cc2)c(=O)n(-c2ccccc2)n1C | 1 | 14 | 10 | -2.4 | 8 | -4 | 3 | -2 | -5
O=C(O)CCCn1cc(NC(=O)c2c(F)cccc2F)cn1 | 5 | 4 | 1 | -0.5 | 1 | 7 | -1 | 2 | -2
CC1(C)CC(=O)C(C=NC(CCC(N)=O)C(=O)O)=C(O)C1 (stereo unspecified) | -4 | -1 | 2 | -0.3 | 2 | 0 | 1 | -4 | 0
CCCCC(=O)Nc1cc(C)c2c(=O)oc3ccccc3c2n1 | 1 | -4 | 4 | -5.1 | -1 | 0 | 46 | 3 | -7
CC(=O)Nc1ccc(C(=O)OCC(=O)Nc2ccccc2Sc2ccccc2)cc1 | -1 | -2 | 5 | 1.7 | 5 | -7 | -1 | -15 | 2
CCS(=O)(=O)Nc1cccc(-c2nc3cccnc3s2)c1 | 0 | 3 | 7 | -4.2 | 3 | 5 | 76* | 7 | 0
COc1ccc(OC)c(NC(=O)Nc2c(O)ccc3ccccc23)c1 | 8 | 5 | 10 | -1.1 | 7 | 6 | 63* | 7 | 4
COc1cccc(C(=O)Nc2c3c(nn2-c2ccc(Cl)cc2)CS(=O)(=O)C3)c1OC | 8 | 7 | 4 | 1.0 | 8 | 2 | 20 | 3 | -2
CCOC(=O)C1C(=O)NC(SCC(N)=O)=C(C#N)C1c1ccccc1OCC (stereo unspecified) | -3 | -52 | -21 | 0.5 | -74 | -2 | 1 | -13 | -23
Cc1ccc(C)c(NC(=O)CSc2n[nH]c(-c3ccncc3)n2)c1 | 4 | -1 | 7 | 1.8 | -3 | 3 | 5 | -3 | 2
Cc1ccc(CN(CC(=O)N/N=C/c2ccccc2[N+](=O)[O-])S(=O)(=O)c2ccc(C)cc2)cc1 | 2 | 6 | 3 | 0.8 | 0 | 0 | 10 | 3 | -22
O=C(CSc1ccc2ccccc2c1)Nc1nc2ccccc2[nH]1 | 1 | 2 | 0 | -0.6 | -4 | -4 | 10 | -3 | 1
Cc1ccc(/C([O-])=C(/C(=S)NCCN2CCOCC2)[n+]2ccccc2)cc1[N+](=O)[O-] | -1 | 10 | 7 | -1.6 | 9 | -3 | 1 | 6 | 7
O=C(Cc1ccccc1)NCC(=O)OCC(=O)c1ccc(Cl)c([N+](=O)[O-])c1 | 1 | -7 | 1 | -0.6 | -1 | -1 | 6 | -4 | -5
Cc1cccc(C)c1NC(=O)CNC(=O)C12CC3CC(CC(O)(C3)C1)C2 | -1 | 6 | 2 | 0.1 | -7 | -2 | 1 | 0 | 2
CN1/C(=C\C=C2\N=C(c3ccc(F)cc3)OC2=O)C(C)(C)c2ccccc21 | -8 | -46 | -34 | 0.2 | -42 | -11 | 2 | -7 | -10
Cc1ccc(C(=O)COC(=O)CNC(=O)Cc2ccccc2)cc1 | -3 | 10 | 4 | 1.9 | -4 | 1 | -2 | 3 | 0
O=C(CN1C(=O)NC2(CCCC2)C1=O)Nc1ccccc1 | -1 | 5 | 2 | -11 | 2 | 2 | -1 | 6 | -2
CCC1CCCCN1CCCNC(=O)CS(=O)Cc1nc(-c2ccc(OC)c(OC)c2)oc1C (stereo unspecified) | 2 | 1 | 2 | -0.5 | 9 | -1 | 4 | -1 | -5
O=C(c1ccc(OCC2CCCO2)cc1)N1CCN(c2ccccc2)CC1 (stereo unspecified) | -1 | -2 | 1 | -0.3 | -6 | -6 | 5 | -1 | 1
CN(C)S(=O)(=O)c1cccc(NC(=O)COC(=O)c2c[nH]c(=O)[nH]c2=O)c1 | -5 | 0 | 3 | -2.3 | 8 | -1 | 1 | 5 | -5
COc1ccc([C@@H]2CC(=O)c3c(O)cc(O[C@@H]4OC(CO[C@@H]5OC(C)[C@H](O)[C@H](O)C5O)[C@@H](O)[C@@H](O)C4O)cc3O2)cc1O (stereo partly specified) | -1 | -3 | -3 | -0.2 | -2 | -1 | -1 | 4 | 2
C=CCn1c(SCC(=O)NC2CCCCC2)nnc1-c1sc(N)nc1C | 5 | 6 | 4 | 0.6 | 0 | 1 | -1 | 4 | -2
CCn1c(SCC(=O)N2CCOCC2)nc(O)cc1=O | 0 | 5 | -5 | -0.6 | 1 | 2 | 3 | 0 | 8
Cc1ccc2nc(CCc3ccc(N)cc3)[nH]c2c1 | 14 | 5 | 3 | 1.4 | 7 | -2 | 52* | 0 | 6
